# HTR5A ag: HTR5A agonists in luminescence cell assay, primary screen, counter-screen for OPRM1-OPRD1 heterodimer agonist project, full-deck HTS; cell-based; 5-hydroxytryptamine receptor 5A (Homo sapiens), P47898; activation, % at 9.3 µM; hit rate 0.61% among 340,000; AID 504692, 2011; in the data active means activation mostly above about 9.5%, no sharp cut-off; inactive means mostly below about 7.6%;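 further: 0% = cells with vehicle only and 100% = reference agonist; strong numbers were not always called active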
# HTR5A inv ctr: HTR5A inverse agonists in luminescence cell assay, primary screen, counter-screen for OPRM1-OPRD1 heterodimer inverse agonist project, full-deck HTS. 5-hydroxytryptamine receptor 5A (Homo sapiens), P47898. HTR5A cell line, inverse agonism. inhibition, % at 9.3 µM. hit rate 0.083% among 340,000; in the data active means inhibition mostly above about 23%, no sharp cut-off; inactive means mostly below about 18%;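 further: 0% = cells with DMSO and 100% = no-cell wells with DMSO; some compounds called inactive have numbers as strong as hits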
# phage Ecoli inh: growth loss of phage-infected E. coli, primary screen, RecBCD inhibitor project, absorbance, with phage, HTS. hit rate 0.26% among 360,000. inhibition, % at 11.9 µM; in the data active means inhibition above about 11%
# Pemphigus Ab inh: inhibitors of pemphigus antibody binding to DSG3, primary screen, biochemical, bead-based, flow cytometry, scFv-GFP | DSG3-coupled beads, scFv-anti-DSG3-GFP binding; stronger effect = lower value | binding (percent of control), % at 10 µM | hit rate 0.48% among 310,000;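 active means binding more than 3 SD below its plate's average and above zero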; further: some compounds called inactive have numbers as strong as hits
# SUMO Mot1 rescue: yeast Mot1-301 growth rescue at high temperature, primary screen, SUMOylation pathway inhibitor project, S. cerevisiae, ATP luminescence, 38.5C; S. cerevisiae Mot1-301 growth rescue; percent above DMSO median, 100 means doubled; hit rate 1% among 320,000; AID 2716, 2010; growth rescue, % at 18.8 µM;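 active means every valid replicate shows activation above 250% relative to neutral control wells; inactive means the rest, any valid replicate at or below 250%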;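 further: OY570 slx delta 5 strain wells were the positive control but not used for scaling; some compounds called inactive have numbers as strong as hits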
# E coli growth: E. coli V3065 growth inhibition, primary screen, counter-screen for AddAB inhibitor project, absorbance, OD600; 18 h; inhibition, % at 11.9 µM; hit rate 0.27% among 330,000;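 active means inhibition above the campaign's mean inhibition across all tested compounds plus 3 SD, cut at about 9.9% in these data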;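 further: uninfected addAB+ strain grown without phage in ampicillin broth; 0% = DMSO wells and 100% = ciprofloxacin 0.95 µg/ml wells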
# OPRM1-OPRD1 inv: inverse agonists of MOR-DOR heterodimerization, primary screen, cell-based, luminescence | Mu-type opioid receptor (Homo sapiens) + Delta-type opioid receptor (Homo sapiens), … | cell-based MOR-DOR heterodimer luminescence, inverse agonism | inhibition, % at 9.3 µM | hit rate 0.21% among 340,000 | AID 504357, 2011; in the data active means inhibition above about 22%, passing the limit was not always enough;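 further: 0% = cells with DMSO and 100% = wells without cells with DMSO; values of inactives mirror those of a sister screen read the other way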
# Target sequence (P35372 whole entry, looked up): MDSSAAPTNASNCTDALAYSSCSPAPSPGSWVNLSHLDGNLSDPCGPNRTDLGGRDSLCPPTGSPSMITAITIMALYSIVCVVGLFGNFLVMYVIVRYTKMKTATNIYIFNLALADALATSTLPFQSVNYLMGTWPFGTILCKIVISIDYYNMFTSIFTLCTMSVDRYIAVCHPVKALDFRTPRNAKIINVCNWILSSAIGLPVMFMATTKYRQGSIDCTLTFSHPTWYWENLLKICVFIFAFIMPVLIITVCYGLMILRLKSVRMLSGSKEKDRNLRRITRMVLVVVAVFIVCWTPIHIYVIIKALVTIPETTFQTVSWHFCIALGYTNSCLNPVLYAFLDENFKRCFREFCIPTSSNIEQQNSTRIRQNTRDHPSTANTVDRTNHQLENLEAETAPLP
# Target sequence (P41143 whole entry, looked up): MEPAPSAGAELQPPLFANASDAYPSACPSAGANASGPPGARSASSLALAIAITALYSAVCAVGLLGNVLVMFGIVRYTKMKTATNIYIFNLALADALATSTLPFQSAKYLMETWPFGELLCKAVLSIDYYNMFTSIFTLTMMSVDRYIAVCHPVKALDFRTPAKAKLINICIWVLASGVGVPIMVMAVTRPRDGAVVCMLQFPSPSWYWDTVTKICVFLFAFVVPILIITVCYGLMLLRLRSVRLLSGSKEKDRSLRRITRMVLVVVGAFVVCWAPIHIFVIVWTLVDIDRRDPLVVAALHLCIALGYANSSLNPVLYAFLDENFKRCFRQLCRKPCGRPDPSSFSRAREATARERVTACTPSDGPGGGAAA
# AddAB inh: growth inhibition of E. coli expressing H. pylori AddAB, primary screen, AddAB inhibitor project, absorbance | AID 435030, 2010 | inhibition, % at 11.9 µM | hit rate 0.29% among 330,000; in the data active means inhibition above about 12%;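 further: 0% = vehicle wells of infected cells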
# PKA-R1A act: activators of PKA-R1A holoenzyme, primary screen, biochemical, fluorescence polarization, Cy5-IP20, bovine R1A, mouse PKAc. cAMP-dependent protein kinase type I-alpha regulatory subunit (Bos taurus) + …. PKA-R1A dissociation; scaled: DMSO 0%, 113 µM cGMP 100%. activation, % at 11.4 µM. hit rate 0.083% among 340,000. AID 504707, 2011;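 active means percent activation above the mean of all tested compounds plus 3 SD, cut at about 19% in these data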;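 further: higher means more PKAc released from R1A so a rise in polarization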
# OPRM1-OPRD1 ag: agonists of OPRM1-OPRD1 heterodimerization, primary screen, cell-based, luminescence; Mu-type opioid receptor (Homo sapiens) + Delta-type opioid receptor (Homo sapiens), …; cells; activation, % at 9.3 µM; hit rate 0.3% among 340,000; in the data active means activation above about 18%;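 further: 0% = vehicle-treated cells and 100% = reference agonist; values of inactives mirror those of a sister screen read the other way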
# PfHsp90 yeast 2: growth inhibition of PfHsp90-expressing yeast, primary screen, antimalarial PfHsp90 inhibitor project, S. cerevisiae, BacTiter-Glo luminescence, single point, set 2; BacTiter-Glo ATP, 48 h; yeast lacking PDR1 and PDR3 efflux regulators; inhibition, % at 9.4 µM; hit rate 0.32% among 310,000; AID 504621, 2011;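 active means every replicate shows inhibition above about 80%, whatever the replicate mean, limit read from the data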;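 further: 0% = DMSO neutral controls and 100% = 20 µM radicicol positive controls; yeast relying on Plasmodium falciparum Hsp90 in place of its own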
# Starred values were filed as active, the others as inactive; i = inactive; nt = not tested or not shown; + = active, no number.
SMILES,HTR5A ag,HTR5A inv ctr,phage Ecoli inh,Pemphigus Ab inh,SUMO Mot1 rescue,E coli growth,OPRM1-OPRD1 inv,AddAB inh,PKA-R1A act,OPRM1-OPRD1 ag,PfHsp90 yeast 2
COc1ccc(CC(=O)Nc2ccc(-c3nnc(-c4ccccc4)o3)cc2)cc1OC,-1,-11,nt,101,nt,-1.4,-68,1.5,-10,12,nt
O=S(=O)(Nc1ccc2c(c1)oc1ccccc12)N1CCCC1,-2,20,1.1,103,19,2.8,-1,0.3,-7,0.1,18
C/C(N)=C(/C#N)C(=O)COC(=O)c1cc(-c2ccc(C)cc2)nc2ccccc12,1,-5,1.1,101,-27,-0.5,16,1.9,-4,-3.2,12
CCc1cccc(C)c1NC(=O)COC(=O)Cn1c(C)csc1=O,4,-11,1.8,104,6,1.2,9,2.8,-7,-1.7,-9
COc1cccc(C(=O)NCCCNC(=O)c2cccc(OC)c2)c1,1,-5,2.3,112,4,-0.9,4,-0.2,10,-0.8,0
N/C(=N\OC(=O)c1ccco1)c1ccc(Cl)cc1,-4,8,5.4,93,7,-2.9,-5,2.8,3,0.9,-4
CCn1c(C)nc2cc(C(=O)N/N=C(\C)c3ccc(N4CCOCC4)cc3)ccc21,8,-19,1.8,105,70,0.7,0,-0.9,-18,-0.1,-7
COc1ccc(OC2C(=O)N(Cc3ccc(F)cc3)C2c2ccc(OC)c(OC)c2)cc1 (centres undefined),8,-21,2.0,97,-2,-0.1,-14,0.1,0,2.2,-5
CSC1=NC(C(Cl)(Cl)Cl)N=C(c2ccc(C)cc2)N1 (centres undefined),3,18,0.9,124,-3,-2.0,6,4.9,-3,-1.1,nt
O=C(Cn1cc([N+](=O)[O-])cn1)NCc1ccccc1,1,21,-0.6,108,14,0.8,5,0.2,-3,-0.8,20
CCOC(=O)N1CCC(N(CCN(C)C)C(=S)Nc2cc(Cl)ccc2C)CC1,2,-4,0.9,80,i,0.8,16,1.9,0,-3.0,-1
COc1ccccc1NC(=O)CSc1nnc(Cn2cnc3ccccc32)o1,6,-15,5.1,98,-7,-2.2,13,-1.9,-4,-2.3,3
CCOC(=O)N1CCN(C(=O)c2ccc3ccccc3c2)CC1,-4,11,1.0,101,379*,1.0,14,1.9,-2,-2.9,32
O=C(Nc1ccc(Cl)cn1)c1ccc(-c2ccc(Cl)c(Cl)c2)o1,2,4,-1.7,92,-3,-0.8,2,2.1,1,-0.4,-13
O=C(Nc1nc2cc3c(cc2s1)OCO3)C1CC1,2,-3,1.1,90,49,3.7,-7,2.5,-19,1.3,9
O=C(CC1SCCNC1=O)Nc1cc(Cl)cc(Cl)c1 (centres undefined),3,-6,2.0,104,507,-1.6,17,1.2,1,-4.0,-25
O=C(CSc1ccc(-c2cccnc2)nn1)N1CCCCCC1,7,2,3.4,115,-8,0.2,-8,0.1,6,1.6,nt
O=S(=O)(Cc1ccccc1)N1CCCCC1,6,-23,1.5,108,-2,3.2,4,3.0,-16,-0.8,-28
COc1ccc2c(c1)OC[C@H]1[C@H]2N2C(=O)c3cc(Cl)ccc3NC(=O)[C@@]2(C)[C@H]1c1ccccc1,2,-7,nt,100,157,0.3,3,2.6,-1,-0.5,+
COc1ccc(CN2C(=O)c3ccccc3C(/C=N\OCc3ccc(F)cc3)C2=O)cc1 (centres undefined),0,-10,3.4,96,-15,-0.2,10,1.2,3,-2.1,-50

# Overlap with the part before: 2 compounds; new compounds follow.
SMILES,HTR5A ag,HTR5A inv ctr,phage Ecoli inh,Pemphigus Ab inh,SUMO Mot1 rescue,E coli growth,OPRM1-OPRD1 inv,AddAB inh,PKA-R1A act,OPRM1-OPRD1 ag,PfHsp90 yeast 2
COc1ccc2c(c1)OC[C@H]1[C@H]2N2C(=O)c3cc(Cl)ccc3NC(=O)[C@@]2(C)[C@H]1c1ccccc1,2,-7,nt,100,157,0.3,3,2.6,-1,-0.5,+
COc1ccc(CN2C(=O)c3ccccc3C(/C=N\OCc3ccc(F)cc3)C2=O)cc1 (centres undefined),0,-10,3.4,96,-15,-0.2,10,1.2,3,-2.1,-50
COC(=O)Nc1ccc(S(=O)(=O)Nc2cc(C(F)(F)F)c[nH]c2=O)cc1,1,-3,0.3,89,-14,-1.3,-6,1.0,-12,0.8,15
COc1ccccc1-c1noc(CCC(=O)Nc2ccccc2Cl)n1,3,20,1.1,103,356,-0.9,4,3.1,-3,-0.8,-12
COC(=O)Cn1ncn2cccc2c1=O,2,15,3.3,94,4,-0.7,1,0.7,-8,-0.1,20
Nc1ccccc1CNc1nc(NCCO)nc2c1ncn2CCN1CCOCC1,nt,nt,1.4,99,182,3.4,nt,3.3,12,nt,-10
O=C(COc1ccc(Cl)cc1Cl)N/N=C/c1ccc(OC2OC(CO)C(O)C(O)C2O)cc1 (centres undefined),-2,4,1.7,110,120,-0.8,-7,-0.7,4,1.3,-29
Clc1ccc2nc(-c3ccccc3)c(CN3CCOCC3)n2c1,0,-1,3.3,103,-7,-0.8,10,0.0,2,-2.0,nt
Clc1ccc(C(c2nnnn2C2CCCCC2)N(Cc2cccnc2)Cc2ccco2)cc1 (centres undefined),-10,24,1.1,105,nt,nt,11,nt,-11,-1.9,43
O=C(c1ccc(S(=O)(=O)Nc2ccccc2)cc1)N1CCC1,8,-24,2.4,105,nt,0.2,3,1.1,6,-0.5,-12
Nc1[nH]ncc1S(=O)(=O)c1ccccc1,-1,4,2.2,102,-3,-0.3,0,3.4,3,0.0,-18
CCOC(=O)NC(Nc1ccc(S(N)(=O)=O)cc1)(C(=O)OCC)C(F)(F)F (centres undefined),-1,2,1.3,98,-6,2.5,10,1.1,-10,-2.2,-13
O=C(CSc1ccccc1C(=O)N1CCCCC1)NCC1CCCCC1,5,-1,1.9,nt,-1,-0.9,6,5.4,-3,-1.1,11
CCN(CC)C(=S)SCC(=O)Nc1nc(=O)c2ccccc2s1,1,-3,6.0,84,192,0.3,13,1.5,8,-2.6,-7
N#CCc1cnc2ccccc2n1,2,-7,3.6,113,-23,2.4,2,0.4,4,-0.4,-5
O=[N+]([O-])c1cc(F)c(N2CCOCC2)cc1N1CCCCC1,5,-13,2.4,122,-5,-1.9,1,1.3,2,-0.2,18
Cc1cc(C)c(C#N)c(SCC(O)COc2ccc(Br)cc2)n1 (centres undefined),-3,6,1.3,105,97,-1.3,-19,2.3,-6,3.5,-13
O=C1CN2CCC1C/C2=C\c1ccnc2c(Cl)cccc12 (centres undefined),5,-17,1.5,91,-17,0.5,8,0.5,2,-1.6,7
CN(CCO)CCOCCOc1cccc2ccccc12,-1,14,1.7,101,113,-1.9,7,0.9,-8,-1.3,-29
C(=C\c1ccco1)/c1nc2ccccc2[nH]1,10,-10,9.8,84,-2,2.3,1,6.6,7,-0.3,13
Cn1c(N/N=C2\CCCc3ccccc32)nc2c1c(=O)n(Cc1ccc(F)cc1)c(=O)n2C,15*,-17,3.5,88,nt,nt,-6,nt,-4,0.9,31
Nc1nc(NCCO)nc(NCC2CCCO2)c1[N+](=O)[O-] (centres undefined),3,5,0.8,94,9,0.1,16,1.1,-15,-3.0,-17
NC(CSCc1cccc(Br)c1)C(=O)O (centres undefined),2,33,3.7,101,230,1.7,3,0.7,-13,-0.7,4
COc1ccc(OC)c(CCNC(=O)Cc2ccc(NC3=NC4CS(=O)(=O)CC4S3)cc2)c1 (centres undefined),0,-1,2.4,96,-5,-2.8,5,-0.8,2,-0.9,3
O=C(Nc1cccc(F)c1)C1CCCN(c2cnccn2)C1 (centres undefined),5,6,0.4,97,nt,-3.8,11,1.7,0,-2.1,-3
Clc1ccc(-c2nnc3n2CCCS3)cc1,-2,-2,0.3,104,-11,1.6,3,1.4,1,-0.5,4
OC[C@H]1OC(Nc2ccc(N=Nc3ccccc3)cc2)[C@@H](O)[C@@H](O)[C@@H]1O (some centres undefined),-3,-4,2.3,107,33,-4.3,17,0.8,-5,-3.3,-8
NC(=O)NC(c1ccccc1)c1cccc2ccccc12 (centres undefined),-1,4,0.2,105,-8,-0.3,11,-0.9,-8,-1.9,-17
COc1cc2c(cc1OC)C(C1(O)CCCCC1)NCC2 (centres undefined),1,-5,1.2,94,-22,nt,15,nt,-9,-3.0,14
COc1ccc(C)cc1NC(=O)c1ccc2c(c1)C(=O)N(Cc1ccncc1)C2=O,2,-1,6.1,101,1,-2.5,15,1.3,3,-4.1,14
C/C=C/c1ccc(OCC(=O)Nc2ccncc2)c(OC)c1,4,-15,0.5,101,12,-1.7,-11,-1.3,4,2.2,-3
Cc1ccc(S(=O)(=O)N2CCC(C(=O)NCCN3CCOCC3)CC2)cc1C,5,0,-0.1,99,-17,3.1,6,0.9,1,-1.2,-21
COc1ccc(NC(=O)c2ccc3c(c2)OCCO3)cc1OC,-6,22,2.2,nt,31,-2.1,8,2.2,1,-1.3,-7
COc1ccc(CN2C(=O)[C@@H]3Cc4c([nH]c5ccccc45)C(C)(C)N3C2=O)cc1,2,4,3.4,103,5,0.7,-10,1.1,-1,1.8,-74
CC1CCc2c(sc3ncn(CC(=O)N=Nc4c(O)[nH]c5ccccc45)c(=O)c23)C1 (centres undefined),1,-11,0.8,83,24,-3.0,12,-0.2,-12,-2.4,7
CCn1c(SCC(=O)Nc2ccccc2)nnc1-c1cccs1,8,5,2.5,99,0,-0.3,15,1.1,-13,-2.9,13
Cc1cc(C(=O)Nc2ccccc2Cl)c2ccccc2n1,-3,15,2.1,98,4,-1.0,18,1.1,-10,-3.5,28
COc1cc(NS(=O)(=O)c2ccc(N/C=C\C(=O)c3ccc(C)cc3)cc2)nc(OC)n1,-3,7,1.3,101,6,4.5,-2,7.0,6,0.5,-19
CCN(CC(=O)N1CCOCC1)S(=O)(=O)c1cc(Cl)ccc1Cl,1,-1,-0.9,103,-5,0.5,24,0.1,8,-4.7,17
COc1cc2c3c(n(C)c(=O)c2cc1OC)-c1cc2c(cc1C3=O)OCO2,7,-29,nt,91,nt,nt,12,nt,0,-2.4,-58
CCCN(CC(=O)Nc1ccccc1OC)C(=O)c1cccc(S(=O)(=O)Nc2ccc(OC)cc2)c1,1,-9,4.3,103,-8,-3.2,5,-2.4,-5,-1.0,nt
O=C(O)CCCC(=O)N1CCN(c2ncccn2)CC1,nt,nt,4.8,101,19,-0.9,nt,-1.8,nt,nt,nt

# Bioassay records from PubChem BioAssay.
